# Screening results deposited in PubChem by Broad Institute.
# CFTR F508del cor: F508del CFTR correction, initial screen, CFBE line, single point | activity (quench increase), % at 7.58 µM | CFBE cells, YFP halide quenching; stimulated with forskolin plus potentiator P3; % fluorescence drop versus neutral controls | 0.36% of 350,000 active;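 active = mean added fluorescence quench of at least 8% versus neutral control, with both replicates also reaching 8%; inconclusive = only one of the mean or replicate conditions met; inactive = mean below 8% and not both replicates reaching 8%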;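 note: cells transiently co-express mutant CFTR-F508del with the halide-sensitive YFP; corrector assay measuring rescue of mutant channel to the surface after 24 h compound exposure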
# EWS-Fli inh: EWS/Fli-driven NR0B1 reporter inhibitors, primary screen, A673 cells, NR0B1 luciferase, luminescence, MLPCN library | viability-normalised | inhibition, % at 12.6 µM | 0.67% of 350,000 active | AID 651661, 2012;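 active = mean inhibition of at least 50% after viability correction, with every replicate also passing that limit; inconclusive = mean reaches 50% but only one of two replicates passes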;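 note: firefly luciferase signal divided by Alamar Blue viability fluorescence both relative to DMSO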
# miR-122 sensor: miR-122 Renilla sensor signal increase in Huh7, primary screen, miR-122 inhibitor project, cell-based, single point, plate reader | Huh7 miR-122 Renilla luciferase sensor, 48 h; neutral wells = 0, positive control = 100 | 0.3% of 340,000 active | AID 602342, 2012 | activation (reporter increase), % at 12.5 µM;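 active = mean replicate activation score at least 90 and every replicate individually at or above 90; inconclusive = only one of the two criteria met; inactive = neither criterion met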;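 note: higher luciferase means less miR-122 activity so hits act as miR-122 inhibitors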
# DENV2 CPE: inhibitors of DENV2 cytopathic effect, primary screen, cell-based, plate reader, single concentration | AID 651640, 2012 | DENV2-infected cells, cytopathic effect rescue | 1.7% of 350,000 active | CPE inhibition, % at 9.99 µM; in the data active = CPE inhibition above about 20%, passing the limit was not always enough; inconclusive = no clear call, values can overlap the other calls; tested in BHK-21 cells;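 note: 0% = median of neutral control wells and 100% = median of positive control wells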
# FN deposit inh: inhibitors of fibronectin matrix deposition, primary screen, AH1F cells, Alexa488-fibronectin fluorescence, plate reader. 0.086% of 350,000 active. AID 743247, 2014. inhibition, % at 12.6 µM. AH1F fibroblasts, overnight;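 active = mean inhibition across replicates of 30% or more, regardless of how many single replicates reach that level; inconclusive = mean under 30% yet at least half of replicates reach 30%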;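 note: positive control wells lacked labelled fibronectin entirely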
#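 test system = AH1F fibroblasts assembling fluorescent fibronectin matrix | quantity = 10000 AH1F cells per well | buffer or medium = DMEM plus 2% serum, read in PBS | doses = single dose, pinned | incubation = 1 h cell attachment, overnight exposure to compound and label | detection = fluorescence at 485 nm excitation, 525 nm emission | read-out basis = inhibition from reduced deposited-fibronectin fluorescence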
# PAX8 reporter: inhibitors of PAX8-driven TPO luciferase reporter, primary screen, RMG-I cells, single concentration; SteadyGlo, 24 h; inhibition, % at 12.6 µM; 1.2% of 360,000 active;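 active = mean replicate inhibition at least 60% with every replicate also reaching 60%; inconclusive = only one of the two criteria is met; inactive = mean below 60% and not all replicates reaching 60%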;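 note: luciferase light reporting Pax8 driven TPO promoter activity; plate controls were median of neutral control wells for no effect and mitoxantrone controls for full effect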
# GSIS activator: GLuc luminescence reporter in INS-1E cells, primary screen for activators of glucose-dependent secretion of insulin. INS-1E GLuc reporter insulin secretion, 2-3 h. activation, % at 16.6 µM. 0.61% of 370,000 active. AID 743287, 2014;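 active = lowest replicate activation of at least 40%, so every replicate reaches that level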;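 note: 0% = median of neutral control wells and 100% = median of IBMX positive control wells; some compounds called inactive have numbers as strong as hits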
# * = called active by the depositor; ? = inconclusive; nt = not tested or not shown; [ ] = remark or other dose.
SMILES,CFTR F508del cor,EWS-Fli inh,miR-122 sensor,DENV2 CPE,FN deposit inh,PAX8 reporter,GSIS activator
COc1cccc(CC(NC(C)=O)C(=O)NC2CCN(S(=O)(=O)c3ccc(C)cc3)CC2)c1OC (stereo not given),-0.1,2,0,-2,2,2,nt
COc1ccc(C2C(C(=O)Nc3ccccc3)=C(C)N=C3SCC(=O)N32)cc1 (stereo not given),nt,nt,-2,nt,-17,8,nt
COc1ccc(NS(=O)(=O)c2cccc(C(=O)NCc3ccco3)c2)cc1,-0.2,-1,nt,-11,13,0,20
C=CCOc1c(Br)cc(/C=N/NC(N)=O)cc1OC,nt,-12,-3,?,10,25,11
COc1ccc(NC(=O)CC2C(=O)NCCN2C(=O)Nc2ccc(C(F)(F)F)cc2)cc1 (stereo not given),0.7,10,-6,-8,nt,-9,-22
CC(C)NC(=O)Nc1ccc2c(c1)C(=O)N([C@@H](C)CO)C[C@@H](C)[C@H](CN(C)S(=O)(=O)c1cccs1)O2,-2.3,-2,-5[16.7 µM],nt,1,nt,7
CC(=O)Nc1ccc(-c2nnc(SCC(=O)Nc3ccc4c(c3)oc3ccccc34)n2C)cc1,nt,nt,0,nt,-4,-52,nt
Cc1ccccc1-c1ccc([C@H]2[C@H](CO)N3CCCCN(C(=O)CN4CCOCC4)C[C@@H]23)cc1,-0.2,-8,6[16.7 µM],-9,nt,-6,5
COCC(=O)Nc1ccc2c(c1)[C@H]1C[C@@H](CC(=O)O)O[C@H](CO)[C@H]1O2,1.0,nt,nt,2,nt,-20,15
CC1=C(C(=O)Nc2ccccn2)C(c2ccc(Br)cc2)NC(=S)N1 (stereo not given),nt,nt,nt,nt,1,-28,5

# Four records picked at random from the list so far, as already listed:
SMILES,CFTR F508del cor,EWS-Fli inh,miR-122 sensor,DENV2 CPE,FN deposit inh,PAX8 reporter,GSIS activator
COc1ccc(NC(=O)CC2C(=O)NCCN2C(=O)Nc2ccc(C(F)(F)F)cc2)cc1 (stereo not given),0.7,10,-6,-8,nt,-9,-22
CC(C)NC(=O)Nc1ccc2c(c1)C(=O)N([C@@H](C)CO)C[C@@H](C)[C@H](CN(C)S(=O)(=O)c1cccs1)O2,-2.3,-2,-5[16.7 µM],nt,1,nt,7
COCC(=O)Nc1ccc2c(c1)[C@H]1C[C@@H](CC(=O)O)O[C@H](CO)[C@H]1O2,1.0,nt,nt,2,nt,-20,15
C=CCOc1c(Br)cc(/C=N/NC(N)=O)cc1OC,nt,-12,-3,?,10,25,11

# The results go on.
SMILES,CFTR F508del cor,EWS-Fli inh,miR-122 sensor,DENV2 CPE,FN deposit inh,PAX8 reporter,GSIS activator
CC(C)(C)c1ccc(S(=O)(=O)NC(=O)C2(C)CCN2C(=O)Cc2cccc3ccccc23)cc1 (stereo not given),0.4,-8,-4,11,-7,-3,5
Cc1c(C(=O)Nc2ccccn2)oc2ccc(Br)cc12,-0.1,-69,6,?,5,-87,-1
COC(=O)C1CCN(C(c2ccc(OC)c(OC)c2)c2sc3nc(C)nn3c2O)CC1 (stereo not given),4.5,-3,nt,-4,4,-11,14
CCN(CC(=O)Nc1c(F)cccc1F)C(=O)c1n[nH]c2ccccc12,1.6,-7,5,?,nt,1,3
CCC(Sc1nc2ccncc2[nH]1)C(=O)Nc1cc(Cl)ccc1C (stereo not given),2.0,-6,-7,-1,7,10,-22
COc1ccccc1NC(=S)N1CCN(C(c2ccccc2)c2ccccc2)CC1,2.3,-15,nt,-2,-2,6,-7
CC(=O)Nc1ccc(NC(=O)COC(=O)C2c3ccccc3Oc3ccccc32)cc1,1.6,0,nt,nt,nt,-2,-30
CC(=O)NNC(=O)CCn1nnc(-c2ccc(Cl)cc2)n1,-2.2,-11,-6,-3,-14,-12,-5
COc1ccc(C2(C)NC(=O)N(CC(=O)Nc3ccc4c(c3)CCC4)C2=O)cc1OC (stereo not given),0.1,-2,5,9,13,3,29
COc1ccccc1NC(=O)N1CC(=O)N2[C@H](C1)[C@H](c1ccc(C#Cc3ccccc3)cc1)[C@@H]2CO,2.0,1,nt,-12,nt,62*,-6
CN(C)C(=O)c1cccc(-c2ccccc2[C@@H]2[C@@H](C#N)N(C(=O)C3CCCCC3)[C@@H]2CO)c1,-0.9,1,nt,8,-2,15,-14
CCc1ccc(/C=C2\C(=N)N3N=C(CC(=O)N4CCCCC4)SC3=NC2=O)cc1,0.4,4,-2,5,10,-14,6
Nc1nc(=S)c2ncn(C3CCCCC3)c2[nH]1,0.2,-2,-6,-2,0,-20,15
CCc1ccc(-c2ccc3nnc(SC)n3n2)cc1,-3.0,-10,5,1,2,-17,-1
CN1c2ccc(-c3ccc(F)cc3)cc2[C@@H]2[C@@H](CCN2C(=O)c2ccncc2)[C@@H]1CO,2.5,-7,-1[16.7 µM],-4,11,-6,-8
CCN(CC)NC(=S)Nc1ccccc1,nt,nt,1,nt,-2,nt,4
O=C(CCc1ccccc1Cl)Nc1cccc(S(=O)(=O)N2CCCC2)c1,2.7,10,9,0,-2,nt,-56
CN(C)CC(C)(C)CNS(=O)(=O)c1ccc(Cl)s1,2.2,9,nt,0,-4,-7,-4
Cc1ccc(N(CC(=O)NC2CCCCC2)C(=O)CCCC(=O)Nc2ccccn2)cc1,1.1,3,-3,-1,-8,3,-16
O=C(O)c1ccc(Nc2ncnc3ccccc23)cc1,-2.7,-2,-6,0,7,9,14
Cc1c(Cl)cccc1NC(=O)Nc1cccnc1,-1.3,-3,nt,9,-8,17,32
Cc1nc(C)n(CCNS(=O)(=O)c2ccccc2)n1,0.2,0,4,7,-4,17,-5
O=C(NCc1cc(C(F)(F)F)ccc1Cl)c1cccc2c1C(=O)c1ccc(N3CCCCC3)cc1S2(=O)=O,-0.2,18,-1,nt,-1,14,nt
O=C(Nc1cccc(NC(=O)c2ccccc2Cl)c1)c1cccs1,-8.3,-1,9,-8,3,23,-16
CCN(CC(=O)NCc1ccc(F)cc1)Cc1cc(=O)n2ccsc2n1,0.0,-1,-4,13,0,25,-9
CCCc1ccc2oc(C(=O)N(C)Cc3nccs3)c(C)c2c1,-1.0,nt,1,3,nt,-135,10
O=S(=O)(c1ccc(NC(=S)N2CCCCC2CO)cc1)N1CCOCC1 (stereo not given),-3.1,-4,-2,-11,11,4,-6
N#C[C@@H]1[C@H](c2ccc(C#Cc3ccccc3F)cc2)[C@@H](CO)N1C(=O)C1CCCC1,2.4,2,nt,-11,-14,nt,8
Cc1ccc(-c2nc(NC(=O)CSc3ncn[nH]3)ns2)cc1,-1.6,-28,5,0,5,-27,-18
COc1ccc(Cl)cc1NC(=O)COC(=O)C(CC(C)C)N1C(=O)C2CC=CCC2C1=O (stereo not given),nt,-3,nt,nt,2,13,nt
Cc1cccc(C)c1NCc1nnc(SCC(=O)Nc2nc(-c3ccccc3)cs2)n1-c1ccccc1,nt,7,-5,-3,1,-11,13
Cc1ccc(NC(=O)C2CCN(S(=O)(=O)c3ccc4c(c3)CCCC(=O)N4)CC2)c(Br)c1,0.5,11,3,14,3,-6,0
COc1cc(Cl)c(C)cc1NC(=O)CSc1ccc(NC(C)=O)cc1,-0.4,-1,nt,nt,20,38,nt
Cc1noc(C)c1S(=O)(=O)Nc1ccc2c(c1)C(=O)N([C@H](C)CO)C[C@H](C)[C@H](CN(C)C(=O)Nc1ccc(F)cc1)OCCCC[C@@H](C)O2,0.0,-7,3[16.7 µM],-4,-7,-11,12
Cc1ccc(NC(=O)CSc2nncc3ccccc23)cc1,2.2,4,-8,-5,-4,17,-3
CC(/C=C1\SC(=S)N(CCC(=O)Nc2ccccc2O)C1=O)=C\c1ccccc1,1.8,10,-4,7,8,40,-4
CCCC(=O)Nc1ccc2c(c1)C(=O)N(C)C[C@@H](OC)[C@@H](C)CN(Cc1cccc(F)c1)[C@@H](C)CO2,-0.3,-3,0[16.7 µM],4,-2,nt,-14
O=C(NCC1CCCO1)c1cc(-c2ccco2)nc2ccccc12 (stereo not given),nt,nt,-1,nt,1,12,46
COCCNC(=O)C(c1ccc(Cl)cc1)N(CCOC)C(=O)CCC(=O)Nc1ccccn1 (stereo not given),1.4,1,nt,-2,-1,0,17
C[C@@H]1CN([C@@H](C)CO)C(=O)c2c(c3ccccc3n2C)-c2ccccc2CO[C@H]1CN(C)C(=O)Nc1cccc(F)c1,-1.5,-2,nt,4,2,nt,-26
Nc1cc(-c2cccc([N+](=O)[O-])c2)[nH]n1,1.1,-12,nt,nt,-3,-5,3
O=C(COc1ccccc1)Nc1cccc2nsnc12,nt,nt,0,nt,3,11,4
CN1C(=O)c2cc(NC(=O)c3cccs3)ccc2OC[C@H]2O[C@@H](CC(=O)NCC3CC3)CC[C@H]21,-3.3,-5,33[16.7 µM],20,1,-15,1
COc1ccc(C(NC(=O)c2cc(OC)ccc2OC)c2ccccc2)cc1 (stereo not given),-1.2,29,nt,-7,3,14,2
CCS(=O)(=O)N1CCCC(c2nc(-c3cccc(OC)c3)no2)C1 (stereo not given),3.1,-65,-5,nt,nt,nt,-5
COc1ccc(-n2nnnc2SCC(=O)Nc2nc3c(s2)CCCC3)cc1,nt,nt,2,nt,6,20,nt
CC(C)NC(=O)N1[C@H](CO)[C@@H]2c3ccccc3N(C(=O)c3ccccn3)C[C@@H]21,2.0,6,12[16.7 µM],-4,nt,4,14
CC(C)(C)c1csc(Sc2ccc([N+](=O)[O-])cn2)n1,-3.4,-2,-4,-3,7,18,nt
Cc1cccc(C(=O)N2CCCC(N3CCN(c4ccc(F)cc4)CC3)C2)n1 (stereo not given),4.4,nt,3,12,3,9,15
CCN(C(=O)c1cc(S(=O)(=O)N2CCCC2)ccc1C)C1CCS(=O)(=O)C1 (stereo not given),1.4,1,nt,0,-1,-12,nt

# Remaining list, next part:
SMILES,CFTR F508del cor,EWS-Fli inh,miR-122 sensor,DENV2 CPE,FN deposit inh,PAX8 reporter,GSIS activator
COc1ccc(CCNC(=O)CC(NC(=O)c2ccccc2Cl)c2ccccc2)cc1 (stereo not given),1.2,2,-4,-7,1,-21,5
CNc1cccnc1C=NNC(N)=S,-0.7,20,-1,-9,8,30,2
COc1ccc(S(=O)(=O)N(C)C[C@H]2OCCCC[C@H](C)Oc3ccc(NS(C)(=O)=O)cc3C(=O)N([C@H](C)CO)C[C@H]2C)cc1,-0.5,-11,-2[16.7 µM],17,nt,-1,2
Nc1cc(=O)[nH]c(=O)n1-c1cccc(F)c1,0.1,-16,nt,nt,-45,-16,6
C/C(=N\NC(=O)COc1ccccc1F)c1cc2ccccc2o1,nt,nt,nt,nt,-4,-74,-12
O=C(C[C@H]1C=C[C@H](NC(=O)Nc2ccccc2)[C@@H](CO)O1)NCc1ccccn1,0.8,-1,0[16.7 µM],15,nt,-9,12
COC(=O)c1ccc(N(CC(=O)NC2CCCC2)C(=O)c2ccc(C)s2)cc1,1.3,-1,4,-5,4,0,-21
Cc1cc(N2CCN(CC(O)C(F)(F)F)CC2)c2ccccc2n1 (stereo not given),2.9,-3,-2,-3,-2,25,9
N#C[C@H]1[C@H](c2ccccc2-c2ccccc2F)[C@@H](CO)N1C(=O)C1CCC1,-1.8,2,nt,-1,-7,nt,-1
C[C@H]1CN([C@@H](C)CO)C(=O)c2cccc(NS(=O)(=O)c3ccc(F)cc3)c2O[C@H]1CN(C)Cc1ccc(C(=O)O)cc1,-2.0,-2,0[16.7 µM],7,nt,nt,19
CSc1ccc(S(=O)(=O)N2c3ccccc3CC2C)cc1 (stereo not given),?,51*,6,3,12,44,-31
COc1ccc(NC(=O)NNC(=O)COc2ccc(Cl)cc2C)cc1OC,-0.7,-1,-6,4,-2,10,-18
COc1ccccc1Nc1nccc(N(C)C)c1C#N,-0.9,-3,7,-11,2,13,22
